# Assay outcomes as filed in PubChem BioAssay.
# Arrestin-AP2 inh: inhibitors of human beta-arrestin and AP2 interaction; FITC-arrestin peptide / GST-AP2 beads, flow cytometry; AP2 beta2 appendage carries R879A mutation; inhibition, % at 10 µM; hit rate 0.31% among 340,000;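 active means inhibition above a set limit, near 3 SD of compounds lacking own fluorescence, cut at about 54% in these data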;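 further: plate controls were DMSO wells for no effect and 5 µM unlabelled arrestin peptide for full effect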
#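 Material – GST-tagged AP2 beta2-adaptin appendage (R879A) on 4 µm glutathione beads · Probe or stimulus – fluorescein-tagged arrestin peptide at 50 nM final · Timing – 12 min plus 1 h, RT · Detection – bead flow cytometry, FITC channel · Read-out basis – inhibition as reduced fluorescein signal on beads, percent · Medium – PBS plus Tween 20 (0.05%) and BSA (0.1%)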
# Cardiac RTF inh: cardiac RTF calcium desensitization; P19429+P45379; IANBD-labeled cardiac RTF, Ca2+ fluorescence; inhibition, % at 7.15 µM; hit rate 0.12% among 340,000;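 active means inhibition above the mean inhibition of all tested compounds plus 3 SD, cut at about 17% in these data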;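 further: assay run at fixed EC70 calcium of 1.6 mM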
# Keap1-Nrf2 PPI: disrupts human Keap1 binding to Nrf2 peptide; hit rate 0.15% among 340,000; Keap1 Kelch-Nrf2 peptide fluorescence polarization, 1536-well; AID 504523; Q14145; inhibition, % at 9.4 µM; in the data active means inhibition above about 12%;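 further: human Keap1 Kelch domain with fluorescein labeled Nrf2 9mer peptide probe; 0% = neutral control wells and 100% = peptide positive control; higher means more block of Keap1 binding to Nrf2 peptide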
# C-LANA FP: inhibitors of KSHV LANA C-terminal domain DNA binding. MBP-C-LANA/FAM-LBS DNA binding, fluorescence polarization. inhibition, % at 9 µM. hit rate 0.078% among 340,000;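 active means highest replicate inhibition at or above 60% at 9 µM, even if other replicates fall short; inactive means all replicates below 60% inhibition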;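 further: 0% = neutral control wells and 100% = 4 µM acridine orange control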
# CAL PDZ FP-1: inhibitors of human CAL PDZ peptide binding. Q9HD26. purified CAL PDZ, TMR-peptide fluorescence polarization, 1 h. inhibition, % at 20 µM. hit rate 0.02% among 330,000. AID 504414;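 active means highest replicate inhibition of at least 40%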;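 further: plate controls were DMSO neutral control wells for no effect and unlabeled competitor peptide control wells for full effect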
#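 Control set: unlabelled peptide and DMSO controls / Material: purified CerCALP PDZ construct / Timing: 1 h incubation at room temperature before polarization reading / Doses: 20 µM, one dose / Detection: fluorescence polarization (mP)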
# CAL PDZ FP-2: CAL PDZ (human) peptide binding inhibition; hit rate 0.92% among 300,000; Q9HD26; purified CAL PDZ, TMR-peptide fluorescence polarization, 1 h; inhibition, % at 24.9 µM; AID 602252;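 active means mean inhibition of at least 30% with at least half of replicates also reaching 30%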;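 further: 0% = DMSO neutral control and 100% = excess unlabeled competitor peptide PRC23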
# Pemphigus Ab inh: inhibitors of pemphigus antibody binding to human desmoglein-3; DSG3-coupled beads, scFv-anti-DSG3-GFP binding, flow cytometry; stronger effect = lower value; P32926; AID 588358; binding (percent of control), % at 10 µM; hit rate 0.48% among 310,000;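 active means binding more than 3 SD below its plate's average and above zero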; further: some compounds called inactive have numbers as strong as hits
# V-ATPase pH: regulators of yeast V-ATPase proton transport. S. cerevisiae, pHLuorin cytosolic pH fluorescence. response, % at 10 µM. hit rate 0.37% among 350,000; in the data active means response mostly above about 7.3%, no sharp cut-off; inactive means mostly below about 5.4%; further: actives read high; inactives centre near 0; some compounds called inactive have numbers as strong as hits
# DAGLB inhibitor: diacylglycerol lipase beta (human) inhibition; HEK293T DAGLB membrane lysate, EnzChek fluorogenic substrate; Q8NCG7; inhibition, % at 5.17 µM; hit rate 0.059% among 340,000; AID 504411; in the data active means inhibition above about 34%;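 further: 0% = enzyme with vehicle and 100% = wells lacking enzyme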
# Target sequence (Q8NCG7 whole entry, looked up): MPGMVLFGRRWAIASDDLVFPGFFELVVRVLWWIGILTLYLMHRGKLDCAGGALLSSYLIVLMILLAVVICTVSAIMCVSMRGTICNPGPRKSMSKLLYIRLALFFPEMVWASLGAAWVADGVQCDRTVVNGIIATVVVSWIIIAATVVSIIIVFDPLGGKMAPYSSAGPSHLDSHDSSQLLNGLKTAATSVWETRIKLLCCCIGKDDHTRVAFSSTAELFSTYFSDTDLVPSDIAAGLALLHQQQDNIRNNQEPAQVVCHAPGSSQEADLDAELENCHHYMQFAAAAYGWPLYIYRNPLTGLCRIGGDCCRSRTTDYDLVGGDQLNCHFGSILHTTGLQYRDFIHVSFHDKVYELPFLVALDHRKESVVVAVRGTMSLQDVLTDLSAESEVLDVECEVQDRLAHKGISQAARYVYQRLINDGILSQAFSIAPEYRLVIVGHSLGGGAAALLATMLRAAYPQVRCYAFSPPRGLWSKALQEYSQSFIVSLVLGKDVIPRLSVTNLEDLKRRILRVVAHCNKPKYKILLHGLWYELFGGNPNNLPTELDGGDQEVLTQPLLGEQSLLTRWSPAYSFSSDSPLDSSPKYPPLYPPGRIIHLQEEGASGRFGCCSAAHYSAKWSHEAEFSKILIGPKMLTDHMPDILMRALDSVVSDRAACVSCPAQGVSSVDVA
# NSD2 HMT inh: inhibitors of human histone methyltransferase NSD2; AID 743445; NSD2 peptide methylation, AlphaScreen, 120 min; inhibition, % at 12.5 µM; hit rate 0.54% among 310,000; in the data active means inhibition above about 50%
# * hit, by the source's call; / = no result given. The list is partial; count on the stated rates, not on these rows.
no.	SMILES	Cardiac RTF inh	C-LANA FP	CAL PDZ FP-2	DAGLB inhibitor	V-ATPase pH	NSD2 HMT inh	Keap1-Nrf2 PPI	CAL PDZ FP-1	Arrestin-AP2 inh	Pemphigus Ab inh
1	c1ccc2c(c1)NC1(CCCCCC1)n1c-2nc2ccccc21	7	-0.3	-1	0	-3	2	-4	-4.4	-5	96
2	CNC(=S)Nc1cc(Cl)ccc1Oc1ccccc1	-20	-1.1	-1	-2	0	-2	-9	-1.7	17	105
3	CNC(=O)c1c(NC(=O)CCS(=O)(=O)c2ccccc2)sc(C)c1C	-5	2.3	10	0	-3	0	4	-1.2	-1	72
4	COc1ccc(C(=O)NCC2COc3ccccc3O2)cc1S(=O)(=O)N1CCOCC1 (centres undefined)	-2	-0.4	-2	-2	6	-1	-1	-0.3	10	101
5	CC(=O)Nc1ccc(S(=O)(=O)N(C)CC(=O)OC(C)C(=O)N(C)Cc2ccccc2)cc1 (centres undefined)	-15	1.0	-2	0	1	-2	1	-2.1	-6	105
6	CCn1c(NC(=O)c2ccc(F)cc2)c2ccccc2nc1=O	-2	0.1	/	2	1	0	-2	-1.2	-9	106
7	COc1cccc(CN(C(=O)Cc2c[nH]c3ccccc23)C(C(=O)NC2CCCCC2)c2ccc(C)o2)c1 (centres undefined)	-1	0.8	-5	-7	-3	0	2	-1.4	20	99
8	CC(C)OP(=O)(OC(C)C)C(O)c1cccc([N+](=O)[O-])c1 (centres undefined)	-1	12	-2	0	-4	-2	-4	0.2	13	100
9	CSc1nc2ccc(NS(=O)(=O)c3ccc4c(c3)OCCO4)cc2s1	4	1.2	-4	0	-3	1	-2	-1.4	17	113
10	CCC(=O)Nc1c(-c2ccc(Cl)cc2)c(=O)c2ccccc2n1C	-2	-0.4	-1	-8	-1	-2	-3	-1.6	1	103
11	COc1ccc(S(=O)(=O)NCC(c2cccs2)N2CCc3ccccc3C2)cc1 (centres undefined)	3	0.2	-1	-5	0	-3	0	0.5	-5	109
12	COc1cc(/C=C(\C#N)c2nc3ccccc3[nH]2)cc(Br)c1OCc1ccccc1	9	1.8	0	-1	1	-1	-7	-1.5	-2	105
13	O=C(CN1C(=O)C2CCCCC2C1=O)Nc1cccc(C(F)(F)F)c1 (centres undefined)	-7	2.1	-2	-2	2	-1	-3	-0.9	1	124
14	Cc1ccc(-c2cccc([C@H]3[C@@H]4C=CC[C@@H](C)[C@@H]4C(=O)N3Cc3ccccc3)c2)cc1	-7	0.0	-5	-11	-1	/	-7	-0.6	-7	107
15	COc1cc(/C=N\NC(=O)C2COc3ccccc3O2)cc(OC)c1O (centres undefined)	3	0.0	0	1	-3	0	2	-1.2	-1	95
16	CC(OC(=O)C1CC(=O)N(Cc2ccccc2)C1)C(=O)Nc1ccc(F)cc1Cl (centres undefined)	5	0.7	-1	0	-3	-2	-4	-2.2	-5	113
17	CC(C)OCCCNC(=O)NC12CC3CC(CC(C3)C1)C2	-19	3.2	6	1	7	1	-3	-2.6	-5	108
18	Cc1ccc(C(=O)Nc2ccc(N3CCN(C(=O)c4ccco4)CC3)cc2)cc1	10	-0.3	5	0	-2	-2	-3	0.0	-19	100
19	Cc1noc(C)c1C(=O)NC(C)c1ccc2c(c1)OCO2 (centres undefined)	-5	0.9	-2	-4	-4	-5	-2	-1.6	3	101
20	CSCCC(NC(=O)c1ccco1)C(=O)NCc1ccc2c(c1)OCO2 (centres undefined)	-13	0.2	-1	1	-5	1	-5	-1.5	4	102
21	C=C1C(O)C[C@@H](C(C)C)N(CC(C)C)S1(=O)=O (some centres undefined)	-8	2.5	1	2	2	/	0	-0.4	11	99
22	CCCc1cc(C(=O)NC2CCCC2)no1	-4	1.7	1	0	0	/	0	1.3	1	109
23	COc1ccc(Nc2cc(C)c3cc([N+](=O)[O-])ccc3n2)cc1	2	-0.5	-3	10	-2	-2	-1	0.6	13	95
24	CCCCNC(=S)NNC(=O)c1cc(C2CC2)nc2ccccc12	-12	-0.5	1	3	-1	2	-4	-1.6	-11	112
25	CCOC(=O)c1c(NC(=O)Cn2cnc([N+](=O)[O-])n2)sc(C)c1C	-4	-0.4	/	0	-3	1	-2	-0.8	23	/
26	Cc1c(CCC(=O)O)c(=O)n2c([nH]c3ccccc32)c1C#N	-4	-0.4	-1	-1	1	9	3	-0.8	-2	114
27	COc1ccccc1N1CCN(C(=O)c2ccccc2N(C)S(=O)(=O)c2ccc(C)cc2)CC1	-1	0.0	-6	-1	5	1	-4	0.3	5	106
28	N#Cc1ccc(OCc2ccc(C(=O)O)o2)cc1	-5	-0.2	-4	0	-1	-1	2	0.7	45	93
29	CCOC(=O)c1nc2sc(C)c(C)c2c(=O)[nH]1	-4	1.2	-5	-1	2	/	4	-0.2	10	100
30	Cc1occc1C(=O)N/N=C/c1ccc(Br)s1	4	-1.3	-4	-4	1	/	1	-0.8	-10	96
31	COc1cc2c(cc1NC(=O)CSc1ccccn1)oc1ccccc12	-5	-1.5	-4	-11	2	-1	-2	-2.9	18	102
32	CC(NC=O)c1nc2ccccc2n1CCc1ccccc1 (centres undefined)	0	1.2	/	0	0	-1	-4	1.2	-8	113
33	Cc1ccc(N=Nc2c(C)[nH][nH]c2=O)c(C)c1	4	0.1	-4	15	2	5	6	1.0	-6	105
34	CC1(C)C(=O)Nc2ccccc2N1C(=O)COC(=O)Cc1c(F)cccc1Cl	-3	1.6	7	3	-2	-5	0	-3.0	-9	98
35	COc1cc(NCc2ccccc2)c2ncn(Cc3ccccc3)c2c1	6	-1.1	0	3	14*	/	0	1.1	24	112
36	COc1ccc(-c2c3c(nc4sc(C(=O)Nc5cc(C)on5)c(N)c24)CCC3)cc1	-9	1.5	1	-1	-1	52*	6	-0.5	9	96
37	CSCCC(C(=O)NC1=NCCS1)N1C(=O)c2ccccc2C1=O (centres undefined)	-1	-1.0	-4	-1	-4	0	-2	0.2	8	88
38	O=C(Cc1coc2ccc3ccccc3c12)N1CCN(c2ncccn2)CC1	-3	0.2	-3	-1	0	-1	2	/	9	103
39	C=CCc1cc(C)ccc1OCCn1ccnc1	-5	-2.7	1	-1	-1	5	-2	-2.2	24	111
40	COc1ccc(OC)c(C(=O)CSc2nnc(Cc3cccs3)n2C)c1	-5	1.6	-2	2	-3	-5	-3	/	4	102
41	O=C(NC1C(=O)NNC1c1ccccc1)c1ccc(F)cc1 (centres undefined)	-8	-0.2	-3	1	-5	-3	1	-2.7	6	/
42	Cc1ccc(C(=O)N2CCN(CCNC(=O)C(=O)NCc3ccc(Cl)cc3)CC2)cc1	1	-0.5	-1	1	-1	12	0	-1.5	2	107
43	Oc1cccc2cnccc12	8	-1.7	0	-1	-2	-1	0	-1.7	22	99
44	O=C(CN1C(=O)c2ccccc2C1=O)NNC1=NS(=O)(=O)c2ccccc21	6	-0.2	30*	1	0	-1	-1	-0.7	-3	97
45	Cc1ccc2c(C)nc(Nc3nc(CSc4nc5ccccc5[nH]4)cc(=O)[nH]3)nc2c1	-8	-0.8	-5	-1	-2	0	5	-7.1	-10	94

# One compound at a time, as listed above. Screens in order: Cardiac RTF inh | C-LANA FP | CAL PDZ FP-2 | DAGLB inhibitor | V-ATPase pH | NSD2 HMT inh | Keap1-Nrf2 PPI | CAL PDZ FP-1 | Arrestin-AP2 inh | Pemphigus Ab inh
# `CC(NC=O)c1nc2ccccc2n1CCc1ccccc1` (centres undefined) is listed as 0 | 1.2 | / | 0 | 0 | -1 | -4 | 1.2 | -8 | 113
# `Cc1ccc(N=Nc2c(C)[nH][nH]c2=O)c(C)c1` is listed as 4 | 0.1 | -4 | 15 | 2 | 5 | 6 | 1.0 | -6 | 105
# `O=C(Cc1coc2ccc3ccccc3c12)N1CCN(c2ncccn2)CC1` is listed as -3 | 0.2 | -3 | -1 | 0 | -1 | 2 | / | 9 | 103

# Later entries.
no.	SMILES	Cardiac RTF inh	C-LANA FP	CAL PDZ FP-2	DAGLB inhibitor	V-ATPase pH	NSD2 HMT inh	Keap1-Nrf2 PPI	CAL PDZ FP-1	Arrestin-AP2 inh	Pemphigus Ab inh
46	CCn1c(SCC(=O)Nc2c(C)n(C)n(-c3ccccc3)c2=O)nnc1-c1cccc(C)c1	5	-0.6	0	0	6	4	-3	/	27	97
47	S=c1[nH]nc(-c2ccco2)n1-c1ccccc1Cl	-7	-0.2	-6	-2	-1	-4	0	-0.9	-17	/
48	CS(=O)(=O)N1CCN(c2ccccc2NC(=O)c2ccc3ccccc3c2)CC1	-11	-0.2	-5	-4	0	-2	-5	-5.3	6	108
49	O=C(Cc1csc(-c2ccccc2)n1)NCc1cccs1	-5	-1.4	-2	-1	0	-19	-2	-0.4	-6	111
50	COc1ccc(OC)c(S(=O)(=O)N2CCC(NC(=O)c3ccccc3)CC2)c1	7	1.9	9	-3	-2	-1	3	-0.1	42	94
51	Cc1cc(C)nc(SCCC(=O)N2CCOCC2)n1	0	1.8	-5	-3	-3	-1	-3	0.5	-3	110
52	Cc1ccc(S(=O)(=O)/N=C(\CN2CCCCC2)N2CCOCC2)cc1	1	-0.9	-4	2	2	-2	-1	-0.5	6	104
53	CC(C)CNC(=S)NC(=O)c1csc([N+](=O)[O-])c1	0	7.8	/	-3	4	1	-7	-0.4	0	113
54	COc1cc(C(=O)NC2CC(C)(C)Cc3c2cnn3-c2ccccc2)cc(OC)c1OC (centres undefined)	0	-3.1	-2	-1	-5	2	2	-2.0	-14	101
55	Cc1ccc(C(=O)N2CC(C(=O)O)C2)cc1	/	2.6	3	/	-2	0	-7	-0.6	5	102
56	COc1ccc(CNC(=O)C2CCCN2S(=O)(=O)c2ccccc2)cc1 (centres undefined)	8	1.2	0	0	0	-1	-2	-3.5	0	86
57	CCN(CC)S(=O)(=O)c1ccc(C(=O)Nc2cccc(C)c2)cc1	-5	-0.8	-3	-2	-2	-2	-1	-3.1	-1	100
58	Cc1ccc(CSc2cc(C)[nH]c(=O)n2)cc1	-9	-1.3	-3	-1	-1	-2	-1	-1.8	21	97
59	COc1cccc(/C=C2\Sc3ccc(C(=O)NCC4CCCO4)cc3N(C)C2=O)c1 (centres undefined)	-7	0.8	-8	-1	0	7	-1	-5.2	-18	106
60	COc1cc(/C=C(\C#N)C(=O)NCc2cccs2)ccc1O	2	-2.1	8	2	2	5	-8	-2.9	4	109
61	O=C(c1ccccc1Cl)N1CCC(c2nc3c(nnn3Cc3ccco3)c(=O)[nH]2)CC1	-5	-0.6	-6	2	9	/	-1	-0.7	4	97
62	Cc1cc(-c2c(C)[nH]n(-c3ccc(Cl)cc3)c2=O)n[nH]1	-7	2.5	-4	5	3	10	2	/	6	99
63	COc1ccc(OCC(=O)Nn2c(-c3ccc(OC)cc3)nc3ccccc3c2=O)cc1	1	0.8	-3	-2	-3	-1	-1	-2.9	17	101
64	CCN(Cc1ccncc1)C(=S)Nc1ccccc1C	/	/	/	-1	-2	-2	/	/	/	103
65	Cc1ccccc1NS(=O)(=O)c1nnc(NC(=O)C(C)C)s1	-7	-0.7	-1	2	-1	0	7	-0.7	-14	94
